# Screening results as filed in PubChem.
# p47phox inh – p47phox/p22phox peptide binding inhibitors, primary screen, biochemical, uHTS, NADPH oxidase regulatory subunit; AID 1274, 2008; Neutrophil cytosol factor 1 (Homo sapiens), P14598; fluorescence polarization, 2 h; inhibition, % at 24.7 µM; actives 0.53% (n = 220,000);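 active means inhibition above about 30%, limit read from the data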;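 further: 0% = p47phox with labelled peptide and 100% = labelled peptide alone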
# Target sequence (P14598 whole entry, looked up): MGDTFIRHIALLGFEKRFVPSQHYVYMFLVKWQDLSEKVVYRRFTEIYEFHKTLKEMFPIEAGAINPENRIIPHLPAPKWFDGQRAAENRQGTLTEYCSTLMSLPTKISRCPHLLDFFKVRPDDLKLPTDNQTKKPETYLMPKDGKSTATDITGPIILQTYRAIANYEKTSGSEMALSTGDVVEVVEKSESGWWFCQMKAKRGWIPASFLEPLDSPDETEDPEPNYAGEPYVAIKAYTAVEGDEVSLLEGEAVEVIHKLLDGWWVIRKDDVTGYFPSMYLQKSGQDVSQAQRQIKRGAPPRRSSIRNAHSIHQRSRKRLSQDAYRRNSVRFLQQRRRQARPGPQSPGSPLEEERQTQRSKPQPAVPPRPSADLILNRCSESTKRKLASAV
# EBV gp42 block – Epstein-Barr virus gp42 inhibitors, primary screen, biochemical, uHTS, fluorescence polarization; Glycoprotein 42 (Epstein-Barr virus (strain AG876)), Q1HVG2; Fluorescence polarization binding assay, mP read-out; inhibition, % (tested at 21.74 µM); actives 0.42% (n = 220,000); in the data active means inhibition above about 50%
# MDM2 E3 inh – MDM2-luciferase reporter signal enhancers, primary screen, MDM2 E3 ligase inhibitor project, cell-based, luminescence, 1536-well. E3 ubiquitin-protein ligase Mdm2 (Homo sapiens), Q00987. cell-based MDM2 ubiquitination luciferase reporter, 2 h; 0 = plate control, 100 = twice control, blank-subtracted. signal enhancement, % at 5 µM. actives 0.11% (n = 210,000). AID 1230, 2008;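 active means signal enhancement of 30% or more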;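 further: luminescence tracks abundance of the self-degrading MDM2-luciferase fusion protein; higher signal means inhibition of MDM2 E3 ligase activity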
# Target sequence (Q00987 whole entry, looked up, the tested form may be a part): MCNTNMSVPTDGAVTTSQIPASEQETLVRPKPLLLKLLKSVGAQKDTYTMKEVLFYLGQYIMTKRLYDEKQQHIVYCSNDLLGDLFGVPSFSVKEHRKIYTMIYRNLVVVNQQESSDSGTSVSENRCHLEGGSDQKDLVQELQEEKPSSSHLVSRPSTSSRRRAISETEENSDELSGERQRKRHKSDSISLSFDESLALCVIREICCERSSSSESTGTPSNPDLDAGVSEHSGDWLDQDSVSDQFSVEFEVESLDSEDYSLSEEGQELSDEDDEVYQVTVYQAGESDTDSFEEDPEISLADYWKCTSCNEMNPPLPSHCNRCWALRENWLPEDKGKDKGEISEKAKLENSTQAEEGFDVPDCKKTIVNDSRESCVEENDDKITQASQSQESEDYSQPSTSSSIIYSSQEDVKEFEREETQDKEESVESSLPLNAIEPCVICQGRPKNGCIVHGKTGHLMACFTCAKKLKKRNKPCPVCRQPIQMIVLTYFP
#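 Buffer or medium: Cells held in DMEM | Assay system: Stable mammalian line carrying autodegrading MDM2–luciferase fusion reporter | Quantity: 2000 cells/well | Times: 4 h settle plus 2 h compound, 37 °C | Doses: One concentration, 5 µM, with 0.2% DMSO | Technique: Luminescence with SteadyLite reagent, 15 min at room temperature | Benchmarks: Plate controls and plate blanks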
# CHOP inhibitor – inhibitors of CHOP promoter induction, primary screen, cell-based, unfolded protein response, luciferase reporter; CHO-K1 CHOP-promoter luciferase, tunicamycin-induced, 15-18 h; inhibition, % at 10 µM; actives 3.8% (n = 220,000);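 active means compounds that reduced the stress-induced luciferase reporter signal by more than about 70% of percent inhibition, limit read from the data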;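 further: 0% = tunicamycin plus vehicle and 100% = wells without tunicamycin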
# zfTRPN1 agonist – zebrafish TRPN1 channel agonists, primary screen, cell-based, HEK293, calcium fluorescence. transient receptor potential cation channel N1 (TRPN1/NompC), Danio rerio. HEK293 zebrafish TRPN1-YFP, Fluo-8 calcium fluorescence; 100% = response to 87 µM carbachol. activation, % at 3 µM. actives 0.18% (n = 220,000). AID 1424, 2008;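 active means activation above its plate's cutoff, the mean activation of test wells on that plate plus 3 SD, cut at about 19% in these data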;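 further: 0% = DMSO alone and 100% = 87 µM carbachol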
#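 Material – zebrafish TRPN1-YFP in HEK293 cells · Doses – 3 µM single point · Schedule – dye 1 h 37 °C plus 30 min RT · Signal – Fluo-8 calcium fluorescence, excitation 470-495 nm, emission 515-575 nm · Read-out – % activation versus carbachol response · Control set – carbachol high, DMSO low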
# TNF necrop inh – inhibitors of TNF-alpha triggered necroptosis, primary screen, cell-based, Jurkat FADD-/-, single concentration | Jurkat FADD-/- TNF necroptosis rescue, ATP luminescence, 24 h; 0 = TNF only, 100 = no-TNF cells | activation (protection from cell death), % at 10 µM | actives 0.068% (n = 220,000) | AID 463075, 2010;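 active means activation, meaning protection from cell death, of at least 50% relative to plate controls; inactive means activation below 50%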;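 further: necroptosis triggered by 40 ng/mL TNF-alpha added together with compound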
# Runt-SMMHC FRET – inhibitors of RUNX1 Runt–CBFb-SMMHC binding, primary screen, biochemical, FRET, Cerulean-Runt, Venus-CBFb-SMMHC, uHTS; Cerulean-Runt/Venus-CBFb-SMMHC FRET ratio 530/480, 1 h; inhibition, % at 20 µM; actives 0.74% (n = 220,000); AID 1434, 2008;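 active means mean inhibition across duplicate retests at 20 µM reaching about 50%, limit read from the data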;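 further: 0% = DMSO wells and 100% = wells with excess untagged CBFb-SMMHC; inhibitors lower the FRET ratio by blocking Runt binding to CBFb-SMMHC; some results filed as inactive read as strong as hits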
# PPC-1+TRAIL kill – compounds killing PPC-1 cancer cells with TRAIL present, primary screen, TRAIL potentiator project, ATPLite luminescence, uHTS; PPC-1 cells + TRAIL, ATPLite viability luminescence; actives 0.41% (n = 220,000); cell killing (% activity), % at 4 µM;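 active means cell killing above 50% in the first pass at 4 µM, then a duplicate retest at 5 µM averaging 50% or more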;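 further: plate controls were cells with TRAIL plus DMSO for no effect and medium-only wells lacking cells for full effect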
# TRPML3 ag – human TRPML3 channel agonists, primary screen, cell-based, HEK293 TRPML3-YFP, Fluo-8 calcium fluorescence, 3 µM. Mucolipin-3 (Homo sapiens), Q8TDD5. 100% = the carbachol control signal. activation, % at 3 µM. actives 0.29% (n = 220,000). AID 1448, 2008;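 active means activation above its plate's cutoff, the mean activation of the plate's test wells plus 3 SD, cut at about 12% in these data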;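 further: 0% = DMSO only wells and 100% = carbachol wells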
#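 Material: HEK293 cells stably carrying human TRPML3-YFP; compound dosing: single dose, 3 µM final nominal compound, 0.3% DMSO final; incubation: 1-h 37 °C dye load, 5-s basal, 120-s post-compound reads; technique: Fluo-8 intracellular calcium fluorescence, excitation 470-495 nm, emission 515-575 nm; read-out basis: percent activation from peak-to-basal fluorescence ratio, scaled between DMSO and carbachol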
# * = called active by the depositor; x = not tested or not shown.
1. COc1ccc(OC)c(N(CC(=O)N2CCC(C)CC2)S(=O)(=O)c2ccc(OC)c(OC)c2)c1
2. CCOC1=NC(C(=O)O)c2ccccc2/C(=C(/C)Cl)N1 (centres undefined)
3. CC1CCCN(Cc2nc(Cc3ccccc3Cl)no2)C1 (centres undefined)
4. CS(=O)(=O)N1CCN(C(=O)Nc2ccccc2)CC1
5. CCOC(=O)c1nn(C23CC4CC(CC(C4)C2)C3)c2c1C(=O)N(c1ccc(C)cc1)C2=O
6. Oc1ccc(/C=N/N2CCN(c3ccccn3)CC2)cc1
7. O=C(Nc1ccc(Cl)cc1)N1CCN(c2ccc3nnc(-c4ccc(F)cc4)n3n2)CC1
8. Cc1ncc(CN2CCCC(CCC(=O)NCc3ccccc3F)C2)s1 (centres undefined)

assay / compound,1,2,3,4,5,6,7,8
p47phox inh,-10,-7,0,-3,0,-11,-18,-7
EBV gp42 block,-18,-13,-5,-9,1,-9,-24,12
MDM2 E3 inh,-9,-7,-7,3,-11,-66,-29,0
CHOP inhibitor,12,2,10,38,16,13,17,-1
zfTRPN1 agonist,0.3,0.6,-0.4,1.3,0.8,0.1,-0.1,-0.1
TNF necrop inh,-1.1,1.0,2.5,-0.6,-3.0,-6.7,-2.6,2.0
Runt-SMMHC FRET,0,-2,2,4,-1,0,-6,2
PPC-1+TRAIL kill,-8,12,-14,-26,8,6,-7,-16
TRPML3 ag,0.6,0.8,0.0,0.5,1.0,-0.3,0.8,0.3

9. O=[N+]([O-])c1ccc(/C=N/NC(=S)Nc2ccc(Cl)cc2Cl)s1
10. O=C1CCCCC1C(O)c1ccc(Cl)cc1 (centres undefined)
11. CC(=O)c1ccc(NC(=S)NCCc2cccc(Cl)c2)cc1
12. COc1ccc(/C=C(\C#N)C(=O)OCC(=O)NC(C)c2ccccc2)cc1 (centres undefined)
13. CCCC(=O)Nc1ccc(C#Cc2ccccc2)cc1
14. Cc1ccc(C)c2sc(N)nc12
15. Cc1ccc(C)c(N2CCN(CC(=O)Nc3ccc([N+](=O)[O-])cc3C(=O)Nc3ccccc3F)CC2)c1
16. C=CCc1cc(OC)ccc1OCCN(C)Cc1ccccc1

assay / compound,9,10,11,12,13,14,15,16
p47phox inh,-23,-2,-10,-8,-2,-7,0,1
EBV gp42 block,-21,-6,13,-11,-20,-16,2,-8
MDM2 E3 inh,x,-8,-4,-15,-3,-3,-3,-19
CHOP inhibitor,-24,10,5,-1,38,34,30,40
zfTRPN1 agonist,1.8,1.3,9.9,1.6,1.9,-0.3,0.5,-1.2
TNF necrop inh,-3.7,27,-1.2,1.9,-1.0,0.4,-4.1,1.2
Runt-SMMHC FRET,-7,-3,-2,5,2,1,5,-3
PPC-1+TRAIL kill,-13,3,14,0,-18,18,-12,14
TRPML3 ag,1.0,0.5,4.2,-0.3,0.0,-0.4,0.2,-0.1

# 3 entries already listed, arranged by their value in CHOP inhibitor, lowest first.
entry | SMILES | CHOP inhibitor
9 | O=[N+]([O-])c1ccc(/C=N/NC(=S)Nc2ccc(Cl)cc2Cl)s1 | -24
11 | CC(=O)c1ccc(NC(=S)NCCc2cccc(Cl)c2)cc1 | 5
13 | CCCC(=O)Nc1ccc(C#Cc2ccccc2)cc1 | 38

# The listing picks up; the 4 compounds before the break are reprinted first.
13. CCCC(=O)Nc1ccc(C#Cc2ccccc2)cc1
14. Cc1ccc(C)c2sc(N)nc12
15. Cc1ccc(C)c(N2CCN(CC(=O)Nc3ccc([N+](=O)[O-])cc3C(=O)Nc3ccccc3F)CC2)c1
16. C=CCc1cc(OC)ccc1OCCN(C)Cc1ccccc1
17. Cc1ccccc1C(=O)NNC(=O)CSc1nnc(C)n1-c1ccccc1
18. CCOC(=O)C(C(=O)OCC)C(CC(=O)C1CC1)c1ccccc1 (centres undefined)
19. CCOC(=O)CCc1nc2ccccc2[nH]1
20. Cn1cc(CC(=O)NC2CCCCC2)c2ccccc21
21. Cc1ccc(-c2cc(N)n(-c3ccc(C)cc3)n2)cc1
22. CCN(CC)c1ccc2cc(/C(N)=N/NC(=O)c3cccs3)c(=O)oc2c1
23. O=c1[nH]c2ccc(NC(=S)Nc3ccccc3Cl)cc2[nH]1
24. CC(C)NC1CS(=O)(=O)CC1O (centres undefined)

assay / compound,13,14,15,16,17,18,19,20,21,22,23,24
p47phox inh,-2,-7,0,1,-6,-6,-2,-5,-11,-67,-1,-9
EBV gp42 block,-20,-16,2,-8,-16,-7,2,-1,-10,-51,-13,-16
MDM2 E3 inh,-3,-3,-3,-19,-6,-19,-4,7,3,x,x,-13
CHOP inhibitor,38,34,30,40,11,-5,19,11,-6,102*,-13,9
zfTRPN1 agonist,1.9,-0.3,0.5,-1.2,1.3,0.2,-0.5,-1.9,-1.0,11,-0.4,2.6
TNF necrop inh,-1.0,0.4,-4.1,1.2,1.0,0.1,0.9,1.7,5.3,1.3,-1.3,-0.4
Runt-SMMHC FRET,2,1,5,-3,4,0,0,1,-2,-102,-5,4
PPC-1+TRAIL kill,-18,18,-12,14,-2,0,1,4,-6,-7,25,0
TRPML3 ag,0.0,-0.4,0.2,-0.1,1.0,-0.3,-0.2,-0.1,-1.2,4.6,0.7,1.4

25. CC(=O)c1oc2ccccc2c1N
26. Cc1ccc(NC(=O)CCNS(=O)(=O)c2ccc3c(c2)c(=O)n(C)c(=O)n3C)cc1C
27. O=C(O)c1ccccc1C1Nc2ccccc2C(=O)N1CCCN1CCOCC1 (centres undefined)
28. O=C(NCCN1CCc2ccccc2C1)Nc1ccc(F)cc1
29. COC(=O)c1cc(COc2ccc3oc(C)c(C(=O)OC(C)C)c3c2)c(C)o1
30. COc1cc(CNc2cc(C)ccc2C)cc(OC)c1OC
31. Cc1cccc(N=Cc2[nH]c3ccc(Br)c(Cl)c3c2O)c1
32. O=C(C(=O)N1CCCC1CO)N1CCCC1CO (centres undefined)

assay / compound,25,26,27,28,29,30,31,32
p47phox inh,4,-6,-15,-10,-6,-9,-30,-10
EBV gp42 block,0,-19,-6,-15,-3,-9,-20,-17
MDM2 E3 inh,-10,4,-9,-7,-17,2,4,9
CHOP inhibitor,-30,-15,-10,35,36,42,90*,13
zfTRPN1 agonist,1.2,0.1,0.7,0.1,2.4,-1.2,4.0,0.2
TNF necrop inh,-0.6,2.3,-0.6,4.1,0.0,-1.0,0.6,-1.1
Runt-SMMHC FRET,1,4,1,3,-4,4,-10,-5
PPC-1+TRAIL kill,8,-1,5,32,9,12,15,9
TRPML3 ag,0.3,0.8,-0.6,-0.1,1.1,0.0,2.9,0.5

33. O=C(Cn1cnc2c(nnn2-c2ccc(F)cc2)c1=O)NCc1ccco1
34. COc1cc(NC(=O)c2cc3c(C)nc4ccccc4c3o2)cc(OC)c1OC
35. CCCCN(CCCNC(=O)c1c(C)cc(=O)oc1C)c1ccccc1
36. O=C(NCCc1ccccn1)c1cc(-c2ccc(Cl)c(Cl)c2Cl)nc2ccccc12
37. COc1ccc(C(c2sc3nc(C)nn3c2O)N2CCC(C(N)=O)CC2)cc1OC (centres undefined)
38. CCN(CC)c1ccc(NC(=O)Cn2c(C(C)NC(=O)c3ccccc3)nc3ccccc32)cc1 (centres undefined)
39. O=Nc1c(O)n(Cc2ccc(Cl)cc2Cl)c2ccccc12
40. CCOC(=O)Cn1nnc(-c2ccccc2)n1

assay / compound,33,34,35,36,37,38,39,40
p47phox inh,-10,7,-8,-4,0,39*,-15,2
EBV gp42 block,-10,2,-18,-3,-9,-12,2,-6
MDM2 E3 inh,-15,-12,-11,-19,-10,-13,-22,-6
CHOP inhibitor,-47,51,67,34,-8,-3,87*,8
zfTRPN1 agonist,0.9,1.4,-1.2,-1.9,1.7,0.3,-0.5,0.8
TNF necrop inh,0.6,-7.5,0.6,1.8,2.2,3.1,-6.2,1.2
Runt-SMMHC FRET,-1,-1,17,-6,1,3,-16,1
PPC-1+TRAIL kill,-3,-10,18,18,-4,33,13,32
TRPML3 ag,1.5,-1.2,-1.2,-0.4,0.5,1.0,-0.1,0.6

41. Cc1ccc2c(c1)NC(=O)C(CC(=O)NCc1ccc(F)cc1)O2 (centres undefined)
42. COc1ccccc1-c1nnc(SC(C(=O)c2c[nH]c3ccccc23)c2ccccc2)n1C (centres undefined)
43. C=CCOc1ccc(C=Nc2ccc(C)c(Cl)c2)c(O)c1
44. O=C(NCCCN1CCOCC1)c1cc2cc(Br)ccc2oc1=O
45. Cc1ccc(N2C(=O)c3ccc(C(=O)N4CCOCC4)cc3C2=O)cc1C
46. CC(C)c1ccc(CN2CCC(C(=O)NCc3cccnc3)CC2)cc1
47. O=C(CSCc1ccc([N+](=O)[O-])cc1)NN=C1CCCCCC1

assay / compound,41,42,43,44,45,46,47
p47phox inh,5,-29,-1,-13,0,-1,-7
EBV gp42 block,-10,-12,-3,-15,-19,-24,-26
MDM2 E3 inh,-8,-16,-3,-14,-2,-9,x
CHOP inhibitor,25,28,28,60,3,-21,-15
zfTRPN1 agonist,-0.5,0.4,-0.5,0.3,0.1,1.4,-1.5
TNF necrop inh,-1.6,-4.8,0.6,0.9,-1.2,0.2,8.9
Runt-SMMHC FRET,1,0,2,-1,8,0,1
PPC-1+TRAIL kill,5,21,-7,6,-16,19,8
TRPML3 ag,-0.9,0.4,0.7,1.3,0.4,0.8,0.6

# Compounds as they come; any-hit rate near 5.9%.
